# V-ATPase pHluor: regulators of yeast V-ATPase proton transport | response, % at 10 µM | actives 0.37% (n = 350,000) | S. cerevisiae, pHLuorin cytosolic pH fluorescence | AID 504577; in the data active = response mostly above about 7.3%, no sharp cut-off; inactive = mostly below about 5.4%; also: actives read high; inactives centre near 0; some compounds called inactive have numbers as strong as hits
# Tat export inh: inhibitors of E. coli Tat protein transport. E. coli MC4100 TorA-mCherry Tat export, fluorescence. inhibition, % at 10 µM. actives 0.036% (n = 340,000). AID 488895;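 active = mean replicate inhibition at least 50% and at least half of replicates individually reaching 50%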;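 also: exported cargo escapes ClpAP degradation while cytoplasmic cargo is degraded and loses fluorescence; 0% = median of neutral control wells and 100% = median of NaSCN control wells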
# RTF Ca sens act: increases calcium sensitivity of human cardiac regulated thin filaments. actives 0.24% (n = 340,000). IANBD-labeled TnC RTF fluorescence at EC20 calcium; 0% EC20 calcium, 100% full calcium. activation, % at 7.2 µM;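 active = activation above the mean over all tested compounds plus 3 SD, cut at about 30% in these data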;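 also: rise in fluorescence read as greater calcium sensitivity of cardiac thin filaments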
# MITF act: increases MITF-driven TRPM1 promoter luciferase signal | SK-MEL-5 TRPM1-promoter luciferase, 24 h; % of positive control, neutral wells = 0 | activation, % at 12.5 µM | actives 0.75% (n = 300,000) | AID 588334;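 active = mean activation of at least 80% with every replicate also reaching 80%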;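 also: 0% = neutral control wells and 100% = parthenolide positive control wells; values of inactives mirror those of a sister screen read the other way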
# CAL PDZ FP-1: inhibitors of human CAL PDZ peptide binding | Q9HD26 | purified CAL PDZ, TMR-peptide fluorescence polarization, 1 h | inhibition, % at 20 µM | actives 0.02% (n = 330,000) | AID 504414;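 active = highest replicate inhibition of at least 40%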;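 also: plate controls were DMSO neutral control wells for no effect and unlabeled competitor peptide control wells for full effect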
#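 Material – purified CerCALP PDZ construct · Detection – FP readout, S and P plane fluorescence · Measure – percent inhibition from loss of millipolarization · Controls – unlabelled peptide for full inhibition, DMSO wells as neutral · Probe or stimulus – TMR-labelled reporter peptide T*-PRC34 bound in PDZ groove · Times – 1 h at RT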
# Rtt109 Vps75: inhibitors of Candida albicans Rtt109/Vps75 histone acetyltransferase | Q5AAJ8 | purified Rtt109/Vps75, ThioGlo CoA-SH fluorescence, 4 h | inhibition, % at 34.9 µM | actives 0.16% (n = 330,000) | AID 540336;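 active = inhibition of at least 50% in every replicate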
# Target sequence (Q5AAJ8 whole entry, looked up): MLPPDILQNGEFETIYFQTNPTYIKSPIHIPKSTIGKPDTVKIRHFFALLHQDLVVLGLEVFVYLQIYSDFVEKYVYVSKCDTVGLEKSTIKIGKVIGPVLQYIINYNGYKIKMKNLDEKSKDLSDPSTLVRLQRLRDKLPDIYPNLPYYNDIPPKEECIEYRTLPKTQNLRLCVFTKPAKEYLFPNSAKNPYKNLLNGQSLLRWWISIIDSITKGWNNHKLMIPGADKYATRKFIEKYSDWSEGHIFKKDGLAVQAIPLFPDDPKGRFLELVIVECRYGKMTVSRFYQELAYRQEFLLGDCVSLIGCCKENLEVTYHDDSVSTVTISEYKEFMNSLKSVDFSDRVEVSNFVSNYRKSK
# dFosB act: enhances mouse delta FosB homodimer DNA binding; activation, % at 25 µM; P13346; AID 493131; actives 0.99% (n = 340,000); purified delta FosB, TAMRA-CDK5 oligo fluorescence polarization; percent of positive-control signal above neutral wells;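 active = mean activation above about 17%, with every replicate also reaching it, limit read from the data, passing the limit was not always enough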;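 also: fluorescence polarization rise as delta FosB binds a TAMRA Cdk5 AP-1 oligo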
# Target sequence (P13346 whole entry, looked up): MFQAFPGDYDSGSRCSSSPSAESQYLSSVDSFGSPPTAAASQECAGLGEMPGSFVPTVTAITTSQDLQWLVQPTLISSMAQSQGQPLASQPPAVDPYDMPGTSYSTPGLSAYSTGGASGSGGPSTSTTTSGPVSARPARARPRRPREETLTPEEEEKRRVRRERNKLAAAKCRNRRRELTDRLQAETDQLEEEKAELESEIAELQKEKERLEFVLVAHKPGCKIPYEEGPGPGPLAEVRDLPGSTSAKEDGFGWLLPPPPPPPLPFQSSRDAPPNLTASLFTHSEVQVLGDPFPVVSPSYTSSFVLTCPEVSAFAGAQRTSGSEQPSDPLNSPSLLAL
# Wnt act: activates Wnt/beta-catenin signaling in a reporter cell assay | activator, plate reader | activation, % at 9.35 µM | actives 1.2% (n = 300,000) | AID 743398; in the data active = activation above about 30%, passing the limit was not always enough;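 also: 0% = neutral control wells and 100% = positive control wells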
# CAL PDZ FP-2: CAL PDZ (human) peptide binding inhibition; Q9HD26; purified CAL PDZ, TMR-peptide fluorescence polarization, 1 h; inhibition, % at 24.9 µM; actives 0.92% (n = 300,000); AID 602252;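 active = mean inhibition of at least 30% with at least half of replicates also reaching 30%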;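 also: 0% = DMSO neutral control and 100% = excess unlabeled competitor peptide PRC23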
# CDK5 p35 inh: CDK5/p35 (human) kinase inhibition; Q00535+Q15078; Recombinant CDK5/p35, ADP-Glo luminescence, 60 min; inhibition, % at 10 µM; actives 0.01% (n = 330,000); AID 488839;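 active = highest replicate inhibition of at least 50% and at least 75% of replicates reaching 50%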;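 also: plate controls were DMSO neutral control for no effect and GW8510 at 10 µM for full effect; many of its hits are not listed in these tables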
# * hit, by the source's call; x = no result given.
SMILES,V-ATPase pHluor,Tat export inh,RTF Ca sens act,MITF act,CAL PDZ FP-1,Rtt109 Vps75,dFosB act,Wnt act,CAL PDZ FP-2,CDK5 p35 inh
CCOC(=O)c1sc(NC(=O)CSc2n[nH]c(-c3ccc(Cl)cc3Cl)n2)c(C#N)c1C,1,1,6,-12,-1.0,-7,-6,x,x,-2.2
Oc1c(Br)cc(Br)cc1C=Nc1ccc2[nH]ncc2c1,0,-7,2,-5,-0.7,6,-11,6,5,0.6
CC(=NNC(=O)c1ccncc1)c1cccc(Br)c1,2,-8,-5,-2,0.0,7,-6,1,-1,-1.4
CCOc1ccc2nc(NC(=O)Cn3c(C)csc3=O)sc2c1,-4,-15,4,38,-1.2,x,-3,5,15,1.0
C=CCOC(=O)C1=C(C)NC(=O)NC1c1cc(Cl)cc(Cl)c1OC (configuration not stated),5,-2,1,-3,-1.0,1,-9,-1,-6,-1.1
COc1ccc([N+](=O)[O-])cc1N1C(=O)c2cccnc2C1=O,1,-3,-3,-10,-0.3,5,6,2,-3,-0.4
O=C(c1cc(N2C(=O)C3C4CCC(C4)C3C2=O)ccc1Cl)N1CCN(c2ccccc2F)CC1 (configuration not stated),-3,-7,3,-7,0.2,10,-3,-3,-3,x
Cc1ccc(C(=O)N/C(=C\c2cccs2)C(=O)NCc2cccnc2)cc1,1,8,2,-6,-1.7,4,4,-1,-5,-0.8
COc1ccc(NC(=O)N(C)C[C@H]2Oc3ccc(NS(=O)(=O)c4ccc(F)cc4)cc3C(=O)N([C@H](C)CO)C[C@@H]2C)cc1,-4,-2,-2,x,-0.3,10,-4,0,-1,1.0
CC(C)(C)c1ccc(S(=O)(=O)NC(Cc2ccccc2)C(=O)O)cc1 (configuration not stated),-1,4,-4,1,-0.6,-5,0,x,-1,1.0
CCOc1ccc(NC(=O)CN2CCN(CC(=O)Nc3ccc(F)cc3)CC2)cc1,-2,-6,-9,x,-0.8,2,-2,-2,-11,0.3
O=CN1CCN(C(C(=O)NC2CCCCC2)c2cc3c(cc2[N+](=O)[O-])OCO3)CC1 (configuration not stated),-1,0,1,9,-0.1,11,-4,1,3,-0.7
COc1cc(C)nc(N2CCCC(C(=O)Nc3cccc(Cl)c3Cl)C2)n1 (configuration not stated),6,-7,1,-4,x,14,-2,x,-2,-0.3
CN1CCN(CC#CCC2(O)c3ccccc3-c3ccccc32)CC1,-1,-2,3,-2,-1.0,-6,-4,0,x,-0.7
Fc1cc(F)c(F)c(SCCc2ccncc2)c1F,1,0,-6,-16,0.8,-2,3,x,-1,-1.3
CCC(CO)Oc1cc(NCc2ccccc2C)c2ncn(C(C)C)c2c1 (configuration not stated),-2,-3,-1,x,-0.2,11,0,5,-2,0.5
CN(CC(=O)NC(=O)Nc1ccccc1F)Cc1ccccc1,1,-3,-1,31,-2.5,-6,-1,4,-2,0.5
COC(=O)c1c(=O)n(O)c2ccc(OC)cc2[n+]1[O-],0,3,44*,-12,0.1,4,1,x,-1,0.8
O=C(CSc1nccc(=O)[nH]1)Nc1ccc(S(=O)(=O)N2CCOCC2)cc1,-1,-4,1,-1,-1.9,-8,5,0,0,-0.3
COc1ccc(C(=O)c2ccc3oc(-c4ccc(OC)cc4)c(C#CCCO)c3c2)cc1,-12,-6,3,8,1.3,-3,2,-8,1,-3.5
COc1cc(OC)cc(C(=O)NCc2ccc(-n3cccc3)cc2)c1,5,1,1,-5,-3.0,-10,-9,4,-2,1.3
Cc1cccc(NC(=O)COc2ccc(Br)cc2)n1,-2,-2,5,73,-0.2,-4,-5,x,0,-0.8
O=C(O)CCC(=O)Nc1ccc(-n2ccc(C(F)(F)F)n2)cc1,-4,-1,4,5,0.3,14,0,1,-3,0.4
O=C(CCc1nc2ccccc2s1)OCc1ccccc1F,-1,4,-4,-5,0.1,6,6,-1,-3,1.6
CCCC(=O)NC(=S)c1c(C)n(C)n(-c2ccccc2)c1=O,-4,-3,1,-4,0.2,7,7,-1,-5,-0.7
O=C(O)CCCn1cc(NC(=O)c2ccco2)cn1,0,3,4,-3,-0.3,2,-8,x,0,-0.8
O=C(/C=C/c1cccc(F)c1)Nc1ccc(S(=O)(=O)N2CCOCC2)cc1,-2,-8,1,-5,-2.2,2,-9,-7,-3,-4.1
Cc1nnc(SCC(=O)N2CCC(C(N)=O)CC2)s1,-5,-6,7,6,0.4,-21,3,x,-3,1.7
Cc1noc2ncnc(Sc3ccc(Br)cc3)c12,-2,-7,4,20,-3.1,-2,-4,-1,4,-1.5
COc1cccc(NC(=O)NCc2ccc(F)cc2)c1,-3,-1,-9,4,-3.1,12,1,16,2,-0.5
CC1=CC(=C2C(=O)c3ccccc3C2=O)C=C(C)N1Cc1ccco1,1,-10,-4,40,-2.7,10,-23,51*,-4,0.0
CCC(C)[C@H]1CN=C(N)N1CCc1cccc(F)c1 (some centres not stated),0,-1,-1,7,1.2,-5,-7,1,-5,0.4
Cc1ccn(CCC(=O)Nc2ccc3c(c2)OCO3)n1,-3,1,6,18,-1.4,-5,-5,1,-2,1.1
NC(=O)c1ncc(C(F)(F)F)cc1Cl,-2,-8,-1,-22,1.0,0,-1,-1,5,0.1
O=c1[nH]cc(CN2CCOCC2)c(=O)[nH]1,1,5,-6,-2,-0.7,-3,-4,-1,-4,2.6
CCOC(=O)N1CCN(C(=O)CSC2=NS(=O)(=O)c3cc(Cl)ccc3N2)CC1,3,-3,7,-3,-0.6,-4,-4,0,x,-0.8
CCCCN(CCCC)C1=Nc2ccccc2N/C1=C(/C#N)C(=O)OCC,0,4,2,-8,-0.5,-15,-1,x,0,-0.9
Cc1nc2cc(NC(=O)NCCC3=CCCCC3)ccc2o1,0,-3,-7,28,-0.2,5,-3,0,-2,2.1
COc1ccc(NC(=O)N(C2CCCCC2)C(C)c2cccnc2)c(OC)c1 (configuration not stated),2,-6,8,-7,-0.6,-2,0,x,-1,0.1
O=C(N/N=C/c1ccccc1C(=O)O)c1cccc(S(=O)(=O)N2CCOCC2)c1,-4,-5,-4,-5,-0.8,1,-5,-2,-3,-3.1
CCC(C)(C)C1CCC2(CC1)NC(=O)N(CC(=O)N(C)Cc1ccc(OC(F)F)cc1)C2=O (configuration not stated),-2,0,-5,-23,-2.2,3,4,-7,0,1.0
CCOc1ccc(S(=O)(=O)N2CCN(C(=O)c3cc(-c4ccccc4)nn3-c3ccccc3)CC2)cc1,-4,0,-2,-17,-2.3,22,-10,-4,8,-0.1
COc1cc(S(=O)(=O)NCCOC23CC4CC(CC(C4)C2)C3)c(OC)cc1Cl,3,1,-8,-7,0.1,13,-3,x,-4,0.5
CCOC(=O)C1=C(C)C(c2cccc(Oc3ccccc3)c2)NC(=S)N1 (configuration not stated),3,2,-5,2,-2.2,12,-3,x,-1,-2.1
CCC(=O)c1ccc(N2CCC(C)CC2)c(F)c1,-2,-3,-1,71,26,-3,0,8,-6,0.2
CN(C)c1ccc(C(=O)NN2C(=O)c3ccccc3C2=O)cc1,0,1,1,-6,-0.9,1,1,-3,-3,1.6
O=C(NC(=S)NCCCN1CCOCC1)c1cccc2ccccc12,-1,7,4,-1,-2.5,13,7,-3,0,1.0
CCOc1c(C)cc2[nH]c(CCC(=O)O)nc2c1C,-2,2,-7,2,-0.5,5,-5,x,-7,-1.6
COc1ccc2cc(C3CC(c4cccs4)=NN3S(C)(=O)=O)c(Cl)nc2c1 (configuration not stated),-1,-1,3,16,-2.1,x,-9,12,-1,-6.2
OCCNCCSc1nc(C2CCCCC2)n(-c2ccccc2Cl)n1,-6,-5,1,-4,-1.0,2,-7,1,-4,-0.1
Cn1c(=O)c2c(nc(Br)n2CC(=O)c2cccs2)n(C)c1=O,-5,-2,-3,0,-0.1,0,3,x,x,1.3
CCS(=O)(=O)Nc1cccc(-c2nc3cccnc3s2)c1,0,-7,2,38,-0.7,6,-28,19,-5,-3.9
CCOc1ccc(NC(=O)c2ccc(N)cc2)cc1,-2,3,-5,-10,-1.1,-4,1,12,2,2.3
CCOC(=O)[C@H]1[C@H]2COc3ccc(Br)cc3[C@H]2N2C(=O)CN(CCc3c[nH]c4ccccc34)C(=O)[C@@]12C,-1,-4,-3,-3,-0.3,4,-12,-3,-3,0.3
CCOC(=O)N1CCN(C(=O)c2cc3n(n2)C(C(F)(F)F)CC(c2ccc4c(c2)OCO4)N3)CC1 (configuration not stated),7.4*,12,-8,-12,-1.8,3,-22,-2,-4,-1.0
C=CCOc1c(Br)cc(/C=C2\SC(=Nc3ccccc3)NC2=O)cc1OC,4,-3,-5,32,-0.6,-2,4,-3,-3,-0.5
Cn1ncc(Cl)c1C(=O)Nc1cccc(Cl)c1,1,5,16,x,x,-2,-6,1,-1,1.5
CCOc1ccc(C(=O)Nc2cccc(-c3ccc(N4CCOCC4)nn3)c2)cc1OCC,-1,-6,-1,106*,-5.2,-1,11,22,11,0.9
COc1cc(/C=C/CO)cc(OC)c1O[C@@H]1O[C@H](CO)[C@@H](O)[C@H](O)[C@H]1O,8,0,1,17,0.3,4,0,1,-2,-0.7
COc1ccc(NC(=O)C(NC(C)=O)C(=O)NCc2ccccc2)cc1 (configuration not stated),-7,-5,-4,0,-0.5,-1,4,x,x,-1.1

# The list continues:
SMILES,V-ATPase pHluor,Tat export inh,RTF Ca sens act,MITF act,CAL PDZ FP-1,Rtt109 Vps75,dFosB act,Wnt act,CAL PDZ FP-2,CDK5 p35 inh
CCn1c(O)c(N=NC(=O)CNC(=O)/C=C/c2ccco2)c2ccccc21,3,2,-10,17,-2.4,8,-7,5,-1,0.5
CC1CCN(c2ccc(C=O)o2)CC1,-2,0,2,4,-3.6,4,0,0,-3,-1.0
CCCc1nc(SCC(=O)Nc2ccc(N3CCOCC3)cc2)c2ccccc2n1,-1,-4,-2,x,-0.4,-1,-8,3,-1,-0.3
CC(NC(=O)C1CCCO1)c1ccccc1 (configuration not stated),-5,10,-4,-5,-3.9,3,-4,x,-1,-0.6
CCN(CC(=O)Nc1c(F)cccc1F)C(=O)CSCC(=O)Nc1cccc(C)c1,1,11,2,1,0.0,6,-4,3,78*,-2.0
COC(=O)C1=CN(C)C=C(C(=O)OC)C1c1ccc(Cl)cc1Cl,0,3,-4,6,-0.7,-5,-1,x,1,-1.1

# Entries of single compounds from above. Screens in order: V-ATPase pHluor | Tat export inh | RTF Ca sens act | MITF act | CAL PDZ FP-1 | Rtt109 Vps75 | dFosB act | Wnt act | CAL PDZ FP-2 | CDK5 p35 inh
# CCOc1ccc(NC(=O)CN2CCN(CC(=O)Nc3ccc(F)cc3)CC2)cc1 as listed: -2 | -6 | -9 | x | -0.8 | 2 | -2 | -2 | -11 | 0.3
# Cc1nc2cc(NC(=O)NCCC3=CCCCC3)ccc2o1 as listed: 0 | -3 | -7 | 28 | -0.2 | 5 | -3 | 0 | -2 | 2.1

# Part of the list above, showing only Tat export inh, CDK5 p35 inh and RTF Ca sens act:
Molecule	Tat export inh	CDK5 p35 inh	RTF Ca sens act
CCCc1nc(SCC(=O)Nc2ccc(N3CCOCC3)cc2)c2ccccc2n1	-4	-0.3	-2
CC1CCN(c2ccc(C=O)o2)CC1	0	-1.0	2
CC(NC(=O)C1CCCO1)c1ccccc1 (configuration not stated)	10	-0.6	-4
CCN(CC(=O)Nc1c(F)cccc1F)C(=O)CSCC(=O)Nc1cccc(C)c1	11	-2.0	2

# High-throughput results as filed in PubChem BioAssay.
